aDG glyco up = activators of alpha-DG glycosylation, primary screen, uHTS, Pro5-aDG cells, AlphaScreen. activation, % at 10 µM. AID 624168, 2012. hit rate 0.22% among 360,000. alpha-DG glycosylation AlphaScreen (IIH6); 0% Pro5, 100% B10-LARGE cell signal;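 active means activation of at least 8% versus controls, or a plate z-score of at least 8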;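 further: Pro5 are CHO cells carrying HIG-tagged alpha-DG that lacks glycosylation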
Cardio protect = cardioprotection against H2O2-induced cell death, primary screen, uHTS, H9c2 cells, ATPLite luminescence; hit rate 0.63% among 360,000; protection from H2O2 cell death, % at 20 µM; H9c2 cardiomyocytes, H2O2 injury protection, 2 h; AID 588492, 2011;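 active means compounds giving at least 50% protection of heart cells from peroxide-induced death in the single-dose screen, raw or plate-pattern-corrected value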;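 further: 0% = DMSO wells with peroxide and 100% = DMSO wells without peroxide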
PDI inh = inhibitors of human PDI, primary screen, biochemical, turbidity, single point, plate reader. AID 588391, 2011. PDI insulin aggregation turbidity, A650, 90 min. inhibition, % at 10 µM. hit rate 0.052% among 350,000;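 active means mean inhibition across replicates of 30% or more, whatever share of single replicates reach that level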;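 further: absorbance from insulin aggregation driven by PDI reduction with DTT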
ABCB6 inh MLPCN = ABCB6 transporter inhibitors, primary screen, K562-ABCB6 cells, flow cytometry, MLPCN library; ATP-binding cassette sub-family B member 6 (Homo sapiens), Q9NP58; K562-ABCB6 porphyrin accumulation, 1 h; active compounds read low; fluorescence ratio to DMSO, % at 10 µM; hit rate 0.19% among 360,000; AID 602162, 2011;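 active means fluorescence ratio to DMSO below 75%, the collection mean minus 3 SD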;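 further: signal is porphyrin accumulated inside mitochondria; 100% equals median channel fluorescence of DMSO control wells; lower ratio means ABCB6 inhibition with less porphyrin fluorescence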
CaV13 ICDI inh = Disruptors of the CACNA1D IQ motif to Ca2+-dependent inactivation inhibitor domain association, primary screening, Förster resonance energy transfer in intact living …; HEK cells, CFP/YFP FRET ICDI-IQ, plate reader, 10 min; percent FRET-ratio fall versus neutral wells; inhibition, % at 12.3 µM; hit rate 0.098% among 340,000; AID 743397;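 active means mean replicate inhibition of at least 30% and at least 1% of replicates passing that level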;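 further: 0% = median of the neutral control wells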
N-glyco inh = increase of ERlucT glycosylation luciferase signal, primary screen, N-linked glycosylation inhibitor project, D54 ERlucT cells, luminescence, set 2; AID 588692, 2011; hit rate 0.23% among 360,000; reporter increase, % at 12.5 µM; D54 ERlucT glycosylation luciferase reporter, 24 h; percent of 100 nM tunicamycin response;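 active means mean luciferase reporter signal, scaled so untreated is 0 and the glycosylation-blocking control 100, at or above a set limit in every replicate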;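 further: luciferase carries N-glycosylation sites so blocking glycosylation raises the light; 0% = median of neutral control wells and 100% = median of 100 nM tunicamycin wells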
Vif imaging = HIV Vif self-association inhibitors, primary screen, imaging, HEK293T, single point | inhibition, % at 7.49 µM | HEK293T cells, Vif self-association by quenched fluorescence, 24 h | hit rate 0.35% among 340,000; in the data active means inhibition above about 50%, passing the limit was not always enough; further: some results filed as inactive read as strong as hits
MC4R barr agon = MC4R agonists recruiting beta-arrestin, primary screen, cell-based, luminescence, agonist arm of biased-ligand search; AID 540308, 2011; U2OS MC4R beta-arrestin complementation; percent of melanotan II response, DMSO zero; Melanocortin receptor 4 (Homo sapiens), P32245; activation, % at 8.9 µM; hit rate 0.98% among 360,000;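 active means activation above a per-plate cutoff, the mean activation of sample wells on that plate plus 3 SD, cut at about 8% in these data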
Target sequence (P32245 whole entry, looked up): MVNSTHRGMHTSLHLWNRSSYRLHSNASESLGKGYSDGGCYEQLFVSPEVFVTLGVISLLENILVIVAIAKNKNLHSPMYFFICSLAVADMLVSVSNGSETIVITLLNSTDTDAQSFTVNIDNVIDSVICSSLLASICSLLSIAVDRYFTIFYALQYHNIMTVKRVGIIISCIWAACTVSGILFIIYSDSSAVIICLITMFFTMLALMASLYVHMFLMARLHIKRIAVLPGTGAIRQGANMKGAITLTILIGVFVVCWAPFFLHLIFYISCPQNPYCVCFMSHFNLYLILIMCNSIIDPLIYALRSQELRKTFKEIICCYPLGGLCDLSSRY
m5-HT2A agonist = mouse Htr2a agonists via beta-arrestin recruitment, primary screen, cell-based, luminescence | 5-hydroxytryptamine receptor 2A (Mus musculus), P35363 | CHO-K1 mHTR2A beta-arrestin complementation; percent of 30 µM serotonin response | activation, % at 7.6 µM | hit rate 0.66% among 360,000 | AID 624169, 2012;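 active means activation above a run cutoff, the mean activation of all tested compounds plus 3 SD, cut at about 14% in these data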;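 further: 0% = plate median of compound wells and 100% = 30 µM serotonin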
MC4R antagonist = MC4R antagonists of cAMP signaling, primary screen, cell-based, TR-FRET, antagonist arm of biased-ligand search. inhibition, % at 6.5 µM. hit rate 0.48% among 360,000. Melanocortin receptor 4 (Homo sapiens), P32245. MC4R-expressing cells, MTII-stimulated cAMP, LANCE TR-FRET. AID 540295, 2011;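 active means inhibition above its plate's cutoff, the mean of tested wells on that plate plus 3 SD, cut at about 29% in these data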;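 further: 0% = Melanotan II alone and 100% = Melanotan II plus saturating MCL0020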
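System: U2OS cells stably expressing human melanocortin 4 receptor (MC4R). Reagent: Melanotan II challenge after compound preincubation. Doses: 6.5 µM. Times: 30-min compound, 1-h challenge, 1-h detection, room temperature. Measured by: TR-FRET with Eu-cAMP and labeled anti-cAMP, 671 nm. Replicates: singlicate.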
* = called active by the depositor. This is a subset; count on the stated rates, not on these rows.

SMILES	aDG glyco up	Cardio protect	PDI inh	ABCB6 inh MLPCN	CaV13 ICDI inh	N-glyco inh	Vif imaging	MC4R barr agon	m5-HT2A agonist	MC4R antagonist
CC[C@@H]1C(=O)OC[C@@H]1Cc1cncn1C	-0.1	0	6	99	-4	1	8	0.1	-3	4
